# Screening data deposited in PubChem BioAssay by Broad Institute.
# XiGFP reactiv = X-chromosome reactivation activator. activation, % at 7.58 µM. actives 0.055% (n = 360,000). XiGFP mouse fibroblasts, % GFP-positive cells imaging, 3 d; cells co-treated with 5-aza-dC sensitizer; scaled so ellipticine positive control = 100%;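 active means mean normalized replicate activation at least 10% and every replicate at or above 10%; inconclusive means only one of the two criteria met; inactive means mean below 10% and not all replicates reach 10%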;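 further: 0% = median of on-plate neutral control wells and 100% = ellipticine 6 µM median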
#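 Assay system: SV40-immortalized XiGFP fibroblast cells, line 68-5-11; buffer or medium: DMEM plus 5-aza-dC sensitizer; compound: one concentration, pinned; timing: compounds 3 days, fix/stain 15 min at room temperature; benchmarks: positive control ellipticine, 6 µM final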
# FN deposit inh = fibronectin deposition inhibition; inhibition, % at 12.6 µM; AH1F fibroblasts, Alexa488-fibronectin deposition fluorescence, overnight; AID 743247; actives 0.086% (n = 350,000);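 active means mean inhibition across replicates of 30% or more, regardless of how many single replicates reach that level; inconclusive means mean under 30% yet at least half of replicates reach 30%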;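 further: positive control wells lacked labelled fibronectin entirely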
#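 material = AH1F fibroblast monolayer depositing Alexa488-labelled fibronectin into matrix | amount = 10000 AH1F cells/well | buffer or medium = DMEM plus 2% serum, read in PBS | incubation = 1 h cell adhesion before compound, then overnight fibronectin incubation | detection = fluorescence at 485 nm excitation, 525 nm emission | evaluation = percent inhibition as loss of matrix-bound fibronectin fluorescence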
# EWS-Fli block = inhibitors of EWS/Fli oncoprotein transcriptional activity; A673 NR0B1-luciferase reporter, viability-normalised; inhibition, % at 12.6 µM; actives 0.67% (n = 350,000); AID 651661;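 active means mean inhibition of at least 50% after viability correction, with every replicate also passing that limit; inconclusive means mean reaches 50% but only one of two replicates passes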;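 further: firefly luciferase signal divided by Alamar Blue viability fluorescence both relative to DMSO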
# E-selectin induc = E-selectin induction on HUVECs. P16581. HUVEC E-selectin immunofluorescence imaging; normalized: neutral wells 0, TNF-alpha wells 100. activation, % at 7.58 µM. actives 0.37% (n = 260,000);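 active means mean E-selectin-positive cell signal at least 10% of the positive control, reached in at least 60% of replicates, without over 20% cell loss; inconclusive means no rule given, readout overlaps actives, possibly toxicity-flagged; inactive means the rest, including those meeting only one limit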;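 further: in these data hits start at about 27%; measured in HUVEC primary endothelial cells; signal is the percent of cells scored E-selectin positive by PE staining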
#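 assay system = HUVEC, human umbilical vein endothelial cells | input = 3,000 HUVEC seeded per well | medium = EGM-2 growth medium on 0.1% gelatin-coated wells | dosing = one compound dose added by pin transfer | signal = immunofluorescence imaging | read-out basis = % PE-positive cells | control set = TNF-alpha, DMSO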
# RAD52 anneal inh = blocks human RAD52 DNA annealing; actives 0.46% (n = 360,000); recombinant RAD52 DNA annealing, FRET fluorescence; P43351; inhibition, % at 18.7 µM;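 active means every replicate showing at least 50% inhibition; inconclusive means mean inhibition at least 50% but not in every replicate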
# Target sequence (P43351 whole entry, looked up): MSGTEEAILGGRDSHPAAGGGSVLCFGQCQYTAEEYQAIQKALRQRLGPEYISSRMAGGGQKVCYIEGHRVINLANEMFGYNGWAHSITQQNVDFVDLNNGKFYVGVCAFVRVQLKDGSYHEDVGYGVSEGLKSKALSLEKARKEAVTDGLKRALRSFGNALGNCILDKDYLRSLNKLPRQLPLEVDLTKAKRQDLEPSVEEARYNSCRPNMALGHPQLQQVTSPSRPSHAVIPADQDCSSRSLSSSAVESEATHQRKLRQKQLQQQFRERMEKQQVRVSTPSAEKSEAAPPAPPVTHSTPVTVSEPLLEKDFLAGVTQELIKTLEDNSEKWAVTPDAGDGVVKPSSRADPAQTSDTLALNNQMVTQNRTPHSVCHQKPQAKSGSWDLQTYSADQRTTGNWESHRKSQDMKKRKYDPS
# RAD54 branch = inhibitors of human RAD54 branch migration; Q92698; RAD54 Holliday junction branch migration, FAM/BHQ fluorescence; inhibition, % at 10.4 µM; actives 0.14% (n = 360,000);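 active means mean normalized replicate activity at least 40 and at least half of replicates scoring 40 or more; inconclusive means only one of the two criteria met; inactive means mean below 40 and under half of replicates reaching 40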;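 further: 0% = median of neutral control wells and 100% = median of positive control wells; inhibitors cause a drop in the FAM fluorescence signal; in these data hits start at about 50%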
# esBAF inh = inhibitors of esBAF chromatin remodeling in mouse ES cells | Bmi1-luciferase knock-in reporter, 24 h; 100% = twice the neutral-well signal | reporter increase, % at 12.5 µM | actives 2% (n = 350,000); in the data active means activation above about 40%; inconclusive means no clear call, values can overlap the other calls;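 further: 0% = median of the plate's neutral control wells and 100% = double that signal; a rise in the Bmi1 reporter signal indicates esBAF inhibition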
# S100A4 MyoIIA = blocks human S100A4 binding to myosin IIA peptide; P26447; S100A4/TAMRA-MyoIIA peptide fluorescence polarization; inhibition, % at 10.7 µM; actives 0.14% (n = 360,000); AID 652163;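 active means mean inhibition of at least 70% across replicates, with every replicate also reaching that level; inconclusive means mean inhibition reaches 70% but some replicates fall short; inactive means mean inhibition below 70%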
# Target sequence (P26447 whole entry, looked up): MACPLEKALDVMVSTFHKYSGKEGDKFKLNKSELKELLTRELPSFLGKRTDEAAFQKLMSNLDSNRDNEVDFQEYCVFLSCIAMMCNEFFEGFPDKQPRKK
#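 System – human S100A4 monomer protein, biochemical binding assay · Buffer or medium – Calcium-containing HEPES buffer, pH 7.2 · Timing – 5 min between mix addition and reading · Also added – TAMRA-labelled myosin IIA heavy-chain peptide probe, 5 nM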
# The depositor's hits bear a star; i = inactive; ? = inconclusive; nt = not tested or not shown; & = joins results of further samples. This is a random part of the collection (roughly 3% active in at least one column).
entry	SMILES	XiGFP reactiv	FN deposit inh	EWS-Fli block	E-selectin induc	RAD52 anneal inh	RAD54 branch	esBAF inh	S100A4 MyoIIA
1	CCCC(=O)Nc1ccc2c(c1)C(=O)N(C)C[C@H](OC)[C@@H](C)CN(Cc1cccc(F)c1)[C@@H](C)CO2	0.0	-13	-3	-0.1	15	-1	11	5
2	N/C(=N\OC(=O)c1cccs1)c1cccnc1	-0.1	-2	-40	0.1	8	nt	?	-2
3	CCCN1[C@@H]2Cn3c(ccc(/C=C/c4ccccc4)c3=O)[C@H]1[C@@H](C(=O)NCC)[C@@H]2CO	0.0	nt	-6	-0.1	8	-2	2	-4
4	COc1ccc(OCC(=O)N(Cc2cccs2)C2CCS(=O)(=O)C2)cc1 (stereo unspecified)	0.1	-1	-5	nt	-4	-1	-9	-5
5	CCNC(=O)Nc1ccc(-n2nc(C)c(C(=O)OCC)c2C)nc1	0.0	-8	-1	5.8	-9	nt	nt	11
6	CNC[C@@H]1Oc2c(NS(=O)(=O)c3ccc(Cl)cc3)cccc2C(=O)N([C@H](C)CO)C[C@@H]1C	0.2	2	9	-0.1	-6	0	-5	-10
7	COc1cccc(N2CCN(C(=O)CCCCCn3c(=S)[nH]c4cc5c(cc4c3=O)OCO5)CC2)c1	0.1	11	4	nt	-8	7	-2	-4
8	O=C(Nc1ccc(Cl)cc1)N1CCCC1	nt	nt	-24	nt	-3	6	7	-5
9	CCOC(=O)C1Nc2ccc(C(F)(F)F)cc2C2C=CCC12 (stereo unspecified)	-0.3	-9	0	-0.1	-39	-5	-1	-25
10	O=C1NC2CCCCC2C(=O)N1OS(=O)(=O)c1ccccc1 (stereo unspecified)	0.2	-4	-11	-0.1	-5	5	1	2
11	COCC(=O)N(C)C[C@H]1Oc2cc(C3=CCCC3)ccc2S(=O)(=O)N([C@@H](C)CO)C[C@H]1C	-0.3	nt	-1	-0.2	-3	7	5	nt
12	CC(=O)C1=C(C)NC(=O)NC1/C=C/c1ccccc1 (stereo unspecified)	0.0	1	5	nt	-1	-8	5	3
13	O=C1CN(S(=O)(=O)c2ccccc2)C[C@@H]2[C@H](c3ccc(C#CCc4ccccc4)cc3)[C@@H](CO)N12	0.3	nt	-4	-0.8	-4	nt	nt	37
14	Cc1ccc2[nH]cc(/C=C/c3cc[n+](C)cc3)c2c1	3.6	-39	60*	0.0	i	i	-1	-26
15	Cc1ccccc1N1CCN(C2CCCN(C(=O)CCN3CCCO3)C2)CC1 (stereo unspecified)	0.2	-2	1	-1.4	-9	-10	-1	-2
16	O=C(O)c1ccc(N2C(=O)CC(SC(=NCc3ccc4c(c3)OCO4)Nc3ccc(F)cc3)C2=O)cc1 (stereo unspecified)	-0.1	-7	10	-0.6	-11	nt	nt	-8
17	C[C@@H]1CN([C@@H](C)CO)C(=O)c2cc(NS(=O)(=O)c3cn(C)cn3)ccc2O[C@@H](C)CCCCO[C@H]1CN(C)S(=O)(=O)c1ccc(F)cc1	0.0	-13	-1	nt	0	2	-9	9
18	C[C@H](CO)N1C[C@H](C)[C@@H](CN(C)S(=O)(=O)c2ccccc2)Oc2ccc(NS(C)(=O)=O)cc2CC1=O	-1.2	0	-6	-3.4	-15	-5	2	26
19	Cc1cc(C(=O)Nc2ccc(Cl)cc2)n(-c2ccccc2)n1	0.3	4	-25	41*	-7	-1	9	-5
20	O=S(=O)(N[C@H]1CC[C@H](CCn2cc(C3(O)CCCC3)nn2)O[C@@H]1CO)c1ccc(F)cc1	-0.6	nt	3	0.5	-3	-1	6	1
21	Cc1ccc(C(c2c(O)nc3n(c2=O)CCS3)c2c(O)nc3n(c2=O)CCS3)cc1	0.0	-1	-9	-0.1	-7	nt	nt	1
22	CC(C)C#Cc1ccc2c(c1)O[C@@H](CN(C)C(=O)NC(C)C)[C@@H](C)CN([C@H](C)CO)S2(=O)=O	0.0	nt	-14	0.4	30	-4	-6	-5
23	O=C(CN1C(=O)C2CC=CCC2C1=O)Nc1nnc(C2CC2)s1 (stereo unspecified)	0.1	6	1	nt	-2	-5	1	-1
24	CCn1cc(C(=O)NC(C)C)c(=O)c2cc(F)c(N3CCN(C(=O)c4ccco4)CC3)cc21	0.0	1	7	nt	-13	nt	nt	7
25	COc1ccccc1CN1CC(C(=O)NCc2ccc(N3CCCC3=O)cc2)CCC1=O (stereo unspecified)	0.0	-6	nt	nt	5	-1	1	1
26	COc1cccc(CNC(=O)CCC2CCCN(C(=O)Cc3ccccc3F)C2)c1 (stereo unspecified)	0.1	1	5	3.3	-26	nt	nt	-2
27	CCCn1c(CNc2ccc(Br)cc2)nc2ccccc21	-0.1	-2	-27	nt	-10	3	48*	-5
28	C[C@@H]1CN([C@@H](C)CO)C(=O)c2cc(C#Cc3ccccc3)cnc2O[C@H]1CN(C)C(=O)c1ccccn1	0.3	nt	-9	0.3	5	4	2	-4
29	CN(C)c1cccc(C(=O)NCCCSc2ccccc2)c1	0.0	0	nt	-0.2	-4	8	1	0
30	Cc1sc2ncnc(NCC(O)c3ccc([N+](=O)[O-])cc3)c2c1C (stereo unspecified)	-0.1	-8	16	nt	-25	-5	-4	-4
31	C[C@@H]1CN([C@H](C)CO)C(=O)c2cc(NS(=O)(=O)c3ccccc3)ccc2O[C@H]1CN(C)C(=O)Nc1cccc2ccccc12	-0.1	nt	-9	-0.2	-2	0	1	0
32	Cc1ccc(NS(=O)(=O)c2ccc(C)c(NC(=O)COc3ccc4ccccc4c3)c2)c(C)c1	0.1	-24	0	3.7	-68	2	nt	-5
33	CCOc1ccc(NC(=O)c2ccc(NC(=O)c3ccc(NC(N)=O)cc3)cc2)cc1	0.0	nt	-12	0.1	6	-9	-2	-1
34	C[C@@H]1CN([C@@H](C)CO)C(=O)c2cccc(NC(=O)Nc3ccc(F)cc3)c2O[C@H]1CN(C)Cc1ccc2c(c1)OCO2	-1.0	nt	16	0.0	20	10	3	5
35	Cc1ccc(C)c(S(=O)(=O)Nc2ccc(C(=O)N3CCOCC3)cc2)c1	0.0	-3	-2	nt	4	-1	4	-2
36	C[C@@H]1CN([C@@H](C)CO)C(=O)c2cc(NS(=O)(=O)c3cccs3)ccc2O[C@@H](C)CCCCO[C@H]1CN(C)C(=O)CCC(F)(F)F	0.0	nt	-12	-0.4	nt	-4	6	nt
37	COc1ccccc1NC(=O)CNC(=O)c1ccc([N+](=O)[O-])cc1	0.0	-24	3	3.2	-12	5	3	4
38	CCn1c(SC(C)C(=O)OC)nnc1-c1c[nH]c2ccccc12 (stereo unspecified)	0.2	-1	5	nt	6	-4	-2	1
39	COc1cc(CN2C[C@@H]3N[C@H](C2)C3c2ccc(-c3ccncc3)cc2)cc(OC)c1 (stereo partly specified)	0.0&0.1	14&-6	6&17	0.3&0.1	11&22	nt	nt	-1&-10
40	C[n+]1ccccc1/C=C/c1ccc(C#N)cc1	0.0	9	11	0.0	-1	-4	-11	7

# A draw from above in order of number of heavy atoms, lowest first.
entry	SMILES	XiGFP reactiv	FN deposit inh	EWS-Fli block	E-selectin induc	RAD52 anneal inh	RAD54 branch	esBAF inh	S100A4 MyoIIA
29	CN(C)c1cccc(C(=O)NCCCSc2ccccc2)c1	0.0	0	nt	-0.2	-4	8	1	0
30	Cc1sc2ncnc(NCC(O)c3ccc([N+](=O)[O-])cc3)c2c1C (stereo unspecified)	-0.1	-8	16	nt	-25	-5	-4	-4
35	Cc1ccc(C)c(S(=O)(=O)Nc2ccc(C(=O)N3CCOCC3)cc2)c1	0.0	-3	-2	nt	4	-1	4	-2
39	COc1cc(CN2C[C@@H]3N[C@H](C2)C3c2ccc(-c3ccncc3)cc2)cc(OC)c1 (stereo partly specified)	0.0&0.1	14&-6	6&17	0.3&0.1	11&22	nt	nt	-1&-10
33	CCOc1ccc(NC(=O)c2ccc(NC(=O)c3ccc(NC(N)=O)cc3)cc2)cc1	0.0	nt	-12	0.1	6	-9	-2	-1
32	Cc1ccc(NS(=O)(=O)c2ccc(C)c(NC(=O)COc3ccc4ccccc4c3)c2)c(C)c1	0.1	-24	0	3.7	-68	2	nt	-5
28	C[C@@H]1CN([C@@H](C)CO)C(=O)c2cc(C#Cc3ccccc3)cnc2O[C@H]1CN(C)C(=O)c1ccccn1	0.3	nt	-9	0.3	5	4	2	-4
34	C[C@@H]1CN([C@@H](C)CO)C(=O)c2cccc(NC(=O)Nc3ccc(F)cc3)c2O[C@H]1CN(C)Cc1ccc2c(c1)OCO2	-1.0	nt	16	0.0	20	10	3	5
31	C[C@@H]1CN([C@H](C)CO)C(=O)c2cc(NS(=O)(=O)c3ccccc3)ccc2O[C@H]1CN(C)C(=O)Nc1cccc2ccccc12	-0.1	nt	-9	-0.2	-2	0	1	0
36	C[C@@H]1CN([C@@H](C)CO)C(=O)c2cc(NS(=O)(=O)c3cccs3)ccc2O[C@@H](C)CCCCO[C@H]1CN(C)C(=O)CCC(F)(F)F	0.0	nt	-12	-0.4	nt	-4	6	nt

# More structures follow:
entry	SMILES	XiGFP reactiv	FN deposit inh	EWS-Fli block	E-selectin induc	RAD52 anneal inh	RAD54 branch	esBAF inh	S100A4 MyoIIA
41	Cc1ccc(S(=O)(=O)N(C)C[C@H]2Oc3ncc(-c4ccncc4)cc3C(=O)N([C@H](C)CO)C[C@H]2C)cc1	-0.1	-7	-2	0.0	4	5	-7	1
42	CC1CN(CCOc2cccc(Oc3ccccc3)c2)CC(C)O1 (stereo unspecified)	0.2	-11	-24	nt	6	-6	-10	-8
43	Cc1ccc(-c2[nH]c(-c3ccc(Cl)cc3)nc2SCC(=O)NCC2CCCO2)cc1 (stereo unspecified)	0.3	-6	-10	5.8	6	-5	-4	1
44	CCC(=O)c1ccc(OCC(=O)OCC(=O)NCCC2=CCCCC2)cc1	0.0	-3	-1	-3.0	-12	nt	nt	2
45	Cc1ccc(S(=O)(=O)CCC(=O)OCC(=O)NCCc2ccc(F)cc2)cc1	0.3	-9	-2	-2.1	-3	5	0	1
46	Cc1ccc(S(=O)(=O)N(C)C[C@H]2OCCCC[C@@H](C)Oc3ccc(NS(=O)(=O)c4ccc(F)cc4)cc3C(=O)N([C@H](C)CO)C[C@H]2C)cc1	-0.1	3	32	0.1	17	-24	4	33
47	CC(=O)NC(Cc1ccc(F)cc1)C(=O)NC1CCN(C(=O)Nc2ccc(F)cc2)CC1 (stereo unspecified)	0.1	-3	-11	nt	-4	3	12	36
48	Cc1ccc(S(=O)(=O)N2[C@H](CC(=O)c3ccccc3)OC[C@@H]2C)cc1	-0.1	10	9	-0.1	-10	nt	nt	-2
